GAA inh – alpha-glucosidase (human) inhibition. P10253. purified human GAA, 4-MU-alpha-glucoside fluorescence. Potency, µM (titrated, usually from 76.9 µM), for inactives: at the highest dose activity change, negative = inhibition, usual class: inhibitors. 200,000 compounds, 0.005% hits. AID 1466;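 note: plate controls were uninhibited enzyme wells for no effect and no-enzyme background for full effect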
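Fluorogenic assay: 4 nM human alpha-glucosidase with 400 uM 4-methylumbelliferyl-alpha-D-pyranoside in 50 mM citrate/phosphate, 0.005% Tween-20, pH 5.0, 20 min at room temperature. Compounds tested up to 77 uM; AC50 from Hill fits.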
RGS12 GoLoco inh – inhibitors of human Gai1-RGS12 GoLoco interaction (red fluorophore); 230,000 compounds, 0.44% hits; Gai1:RGS12 GoLoco peptide FP, rhodamine, 10 min; Potency, µM (top dose mostly 61.6 µM), for the others: top-dose activity, negative = inhibition, actives largely listed as inhibitors; AID 880; active = well fitted inhibition curve with a large enough effect, not every such curve was filed as active; inactive = no such curve, though single readings can be large or run the other way; note: nearly all actives have a fitted effect of over 30% in size; many of its hits are not listed in these tables
Target sequence (P63096 whole entry, looked up): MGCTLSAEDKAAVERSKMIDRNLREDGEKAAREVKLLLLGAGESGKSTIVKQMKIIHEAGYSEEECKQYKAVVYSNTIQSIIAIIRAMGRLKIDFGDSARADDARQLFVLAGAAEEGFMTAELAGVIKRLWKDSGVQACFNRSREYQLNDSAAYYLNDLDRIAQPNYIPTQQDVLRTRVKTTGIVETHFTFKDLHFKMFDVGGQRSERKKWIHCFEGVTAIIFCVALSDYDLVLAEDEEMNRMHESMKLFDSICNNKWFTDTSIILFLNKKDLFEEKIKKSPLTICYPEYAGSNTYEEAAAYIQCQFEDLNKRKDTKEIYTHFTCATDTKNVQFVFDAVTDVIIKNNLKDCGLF
TRb SRC2 PPI – TRbeta-SRC2 interaction inhibition; P10828; TRbeta-SRC2 peptide binding, fluorescence polarization; receptor liganded with 1 µM T3; Potency, µM (highest dose often 106 µM), without a hit: top-dose activity change, negative = inhibition, actives largely listed as inhibitors; 280,000 compounds, 0.065% hits; AID 1469;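 note: plate controls were bound peptide for no effect and peptide without receptor for full effect; nearly all actives have a fitted effect of over 50% in size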
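Polarization signal, normalized between peptide-alone and full complex controls, measured compound effects on T3-liganded human TRb LBD (0.6 uM) binding 20 nM Texas Red SRC2 peptide after 5 hr.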
TR SRC2 fluor cs – alters Texas Red total fluorescence, flagging assay interference; 280,000 compounds, 0.29% hits; Potency, µM (top dose mostly 106 µM), without a hit: at the top dose fluorescence change, negative = quenching; AID 1479; TRb/SRC2 Texas Red total fluorescence interference; active = well fitted curve in either direction with a large enough effect; inconclusive = small, poorly fitted or top-dose-only effect
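Human TRb ligand-binding domain at 0.6 uM with 20 nM Texas Red SRC2 peptide in Tris buffer containing 1 uM T3 and 5% DMSO, incubated with compound 5 h at ambient temperature. Total fluorescence (555/632 nm) calculated as parallel + 2 × perpendicular.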
L3MBTL1 block – L3MBTL1 (human) inhibition. AID 485360. AlphaScreen L3MBTL1–H3K9me1 peptide binding. Q9Y468. Potency, µM (highest dose often 57.1 µM), for inactives: at the top dose activity, negative = inhibition, hits mostly inhibitors. 230,000 compounds, 0.66% hits; note: nearly all actives have a fitted effect of over 60% in size
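L3MBTL1 (50 nM) pre-complexed 30 min with biotinylated H3(1-15)K9me1 peptide (75 nM), then compounds added for 30 min at room temperature; AlphaScreen streptavidin donor/nickel chelate acceptor beads (10 ug/mL final) read after 30 min dark incubation.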
RECQ1 helicase – blocks DNA unwinding by human RECQ1. RECQ1 DNA unwinding, red fluorescence kinetic read. AID 2549. Potency, µM (series often up to 57.3 µM), for inactives: top-dose activity, negative = inhibition, most hits filed as inhibitors. 240,000 compounds, 0.54% hits;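 note: plate controls were vehicle for no effect and no enzyme for full effect; nearly all actives have a fitted effect of over 30% in size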
Target sequence (P46063 whole entry, looked up): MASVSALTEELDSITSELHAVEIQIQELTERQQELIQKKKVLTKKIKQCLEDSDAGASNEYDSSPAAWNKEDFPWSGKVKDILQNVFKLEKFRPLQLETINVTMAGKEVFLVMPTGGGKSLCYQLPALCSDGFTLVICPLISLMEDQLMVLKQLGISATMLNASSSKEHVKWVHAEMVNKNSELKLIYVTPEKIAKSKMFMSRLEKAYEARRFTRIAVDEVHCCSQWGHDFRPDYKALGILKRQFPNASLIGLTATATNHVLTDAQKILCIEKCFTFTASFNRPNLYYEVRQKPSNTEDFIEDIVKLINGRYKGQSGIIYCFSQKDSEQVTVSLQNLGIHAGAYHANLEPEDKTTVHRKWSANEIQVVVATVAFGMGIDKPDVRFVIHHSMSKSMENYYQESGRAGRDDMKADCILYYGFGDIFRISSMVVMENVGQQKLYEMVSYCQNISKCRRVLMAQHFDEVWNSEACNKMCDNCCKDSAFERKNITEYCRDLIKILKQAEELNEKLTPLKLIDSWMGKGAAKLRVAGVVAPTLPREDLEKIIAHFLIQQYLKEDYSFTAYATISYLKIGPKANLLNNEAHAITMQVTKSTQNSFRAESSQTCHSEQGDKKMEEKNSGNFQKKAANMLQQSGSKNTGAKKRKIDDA
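50 nM RECQ1T1 preincubated 15 min with compound in Tris pH 8.0 buffer with MgCl2, DTT, Tween-20 and 2.5 ug/ml poly(dI-dC); started with 200 nM TAMRA/BHQ-2 forked duplex and 2 mM ATP. Unwinding read as fluorescence (525/598 nm), two reads 2 h apart.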
GAA spleen mod – inhibitors or activators of human alpha-glucosidase in spleen homogenate; P10253; human spleen homogenate, 4-MU-alpha-glucoside fluorescence; Potency, µM (titrated, usually from 79.9 µM), without a hit: at the top dose activity change, negative = inhibition, most hits filed as inhibitors; 240,000 compounds, 0.006% hits; AID 2112;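 note: 0% = enzyme with vehicle and -100% = no enzyme basal signal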
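AC50 values come from Hill-equation fits of concentration-response data, normalized to no-enzyme and full-activity controls. Enzyme source: 1 ug human spleen homogenate; 1 mM fluorogenic 4-MU glucoside, pH 5.0 citrate buffer, 37 C, 40 min.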
GAA glycogen mod – GAA glycogen-cleavage inhibition or activation. P10253. recombinant GAA, glycogen substrate, Amplex Red glucose oxidase fluorescence. Potency, µM (titrated, usually from 76.4 µM), for the others: at the top dose activity change, negative = inhibition, usual class: inhibitors. 300,000 compounds, 0.38% hits. AID 2100;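 note: 0% = full enzyme reaction and -100% = no-enzyme basal signal; the screen sought inhibitors and activators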
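Recombinant human enzyme (4 nM); glycogen substrate; 37 C, 40 min, pH 5.0. Readout: coupled glucose oxidase/Amplex Red fluorescence.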
Active calls of the source: *; i = inactive; ? = inconclusive; / = not tested or not shown; & = joins results of further samples; [ ] = another dose, or the depositor's remark. Unless noted, calls come from the whole dose curve; as a rule, active = well fitted curve in the direction sought with a large enough effect; inconclusive = small, poorly fitted or top-dose-only effect, or another doubt; inactive = no such curve, though single readings can be large; an effect the other way counts as inactive or inconclusive. Unless noted, % is set by controls: 0 for no effect and ±100 for the full control effect; potency is the fitted concentration of half-maximal effect.

SMILES	GAA inh	RGS12 GoLoco inh	TRb SRC2 PPI	TR SRC2 fluor cs	L3MBTL1 block	RECQ1 helicase	GAA spleen mod	GAA glycogen mod
CCN(c1cccc(C(F)(F)F)c1)S(=O)(=O)c1ccc2c(c1)CCN2C(=O)C1CC1	-3%	-11%	2%	3%	12%	-5%	4%	-11%
Cc1cccc(OCC(=O)NCC(=O)N/N=C/c2c(C)[nH]c3ccccc23)c1	/	1%	1%	-6%	/	i	2%	2%
CC(=O)OCCC(C)CCC=C(C)C (stereo not drawn)	/	0%	-7%	-2%	/	-2%	-4%	/
CN(C)CCN1C(=O)c2oc3ccc(F)cc3c(=O)c2C1c1ccncc1 (stereo not drawn)	?	1%	10%	0%	2%	-2%	-3%	1%
CC(C)c1ccc(NC(=S)NCc2ccc3c(c2)OCO3)cc1	-13%	-4%	-4%	-1%	-13%	-6%	4%	-10%
CS(=O)(=O)N(Cc1ccccc1)c1ccc(C(=O)NCc2cccnc2)cc1	?	4%	7%	-2%	/	-3%	-2%	3%
O=C1CC(C(=O)Nc2ccccc2)C2(CCCCC2)O1 (stereo not drawn)	-4%	0%	-8%	1%	/	3%	-1%	9%
O=C1/C(=C\c2ccsc2)NC(=S)N1c1ccccc1	-7%	14%	-2%	0%	/	0%	-21%	-1%
COC(=O)C(CC(=O)c1ccc(Cl)cc1)c1ccc(C)cc1 (stereo not drawn)	-1%	-5%	3%	-5%	38%[activator]	i	11%	-1%
COc1ccc(-n2c(C)cc(C(=O)CSc3ccc(NC(C)=O)cc3)c2C)cc1	-11%	-5%	7%	-1%	?	i	-4%	-1%
CCC(=O)Nc1nnc(CSCc2ccccc2)s1	1%	5%	-10%	-1%	/	9%	3%	4%
C/C(=N\Nc1ncc(Cl)cc1Cl)c1ccc(C#N)cc1	-6%	-1%	0%	-3%	?	-5%	-2%	-3%
CCCCn1nnc(NC(=O)c2sc3cc(Cl)ccc3c2Cl)n1	-5%	1%	-8%	2%	-5%[11.4 µM]	i	-2%	2%
COc1cc(/C=C/C(=O)N2CCCN(C(=O)/C=C/c3cc(OC)c(OC)c(OC)c3)CC2)cc(OC)c1OC	0%	-8%	-1%	1%	15%	-2%	-4%	-7%
Cc1cc(N2CCN(C)CC2)n2cc(-c3ccc(F)cc3)nc2n1	7%	5%	-7%	-3%	-8%	i	-7%	1%
Cc1ccc(OCC(=O)N/N=C\c2ccc(O)cc2)c([N+](=O)[O-])c1	-8%	-4%	10%	-1%	/	-17%	4%	9%
COc1ccc(NC(=O)CSc2ccc(-c3cccs3)nn2)c(OC)c1	1%	13%	-5%	-4%	/	i	-1%	-3%
O=C(Nc1cccc([N+](=O)[O-])c1)c1ccc(CSc2ccccc2)cc1	0%	1%	-4%	2%	-4%	-2%	-6%	0%
Cc1cccc(NC(=O)Cn2cc(C(=O)c3ccco3)c3ccccc32)c1	-4%	5%	8%&2%	9%&-2%	3%	-12%	-16%	-1%[76.3 µM]
O=C1OCC(CO)(CO)N=C1NNc1ccc(Cl)c(Cl)c1	-5%	-9%	4%	-3%	-9%	-10%	4%	35µM*

Three compounds from above, showing only TR SRC2 fluor cs, L3MBTL1 block and RECQ1 helicase.
mol,TR SRC2 fluor cs,L3MBTL1 block,RECQ1 helicase
O=C1/C(=C\c2ccsc2)NC(=S)N1c1ccccc1,0%,/,0%
COc1ccc(NC(=O)CSc2ccc(-c3cccs3)nn2)c(OC)c1,-4%,/,i
C/C(=N\Nc1ncc(Cl)cc1Cl)c1ccc(C#N)cc1,-3%,?,-5%

Continuation:
SMILES	GAA inh	RGS12 GoLoco inh	TRb SRC2 PPI	TR SRC2 fluor cs	L3MBTL1 block	RECQ1 helicase	GAA spleen mod	GAA glycogen mod
C/C(=N/NC(=O)c1ccncc1)C1=C(O)CC(C)(C)CC1=O	-3%	0%	2%	-1%	-1%	-6%	1%	-15%
OC1(c2cccs2)CN(c2ccc(Cl)cc2)C2=[N+]1CCCC2 (stereo not drawn)	8%	10%	-8%	-1%	/	-6%	2%	11%
CC(C)c1ccc(/C=N/N2CCN(c3ccccn3)CC2)cc1	2%[15.4 µM]	3%	-12%	-2%	-11%	-6%	2%	?
O=C(N/N=C/c1ccc(OC(F)F)cc1OC(F)F)NC1CCCCC1	6%	7%	1%	-1%	-1%	i	-19%	7%
COCCNC(=O)C(c1cccnc1)N(Cc1ccc(C)cc1)C(=O)Cn1nnc2ccccc21 (stereo not drawn)	4%	13%	-1%	-1%	8%	18%	-4%	9%
O=C(c1cc2c([nH]c1=O)CCCC2)N1CCc2c([nH]c3ccccc23)C1c1ccccc1F (stereo not drawn)	6%	12%	-6%	-3%	-3%	-18%	-10%	-14%
COc1ccc(Cn2nnnc2C(c2cc3cc(C)ccc3[nH]c2=O)N2CCN(C)CC2)cc1 (stereo not drawn)	5%	12%	-1%	0%	-3%	-10%	4%	-12%
CCN(CC)S(=O)(=O)c1cc(C(=O)c2nccn2C)ccc1Cl	-5%	9%	2%	-9%	2%	i	10%	?
O=C(CSc1nc2ccccc2c2nc3ccccc3n12)NCc1ccco1	3%	-3%	-4%	0%	-19%	-1%	-4%	-3%
O=C([C@H](Cc1ccc(O)cc1)n1cc(CCO)nn1)N1CCNCC1	/	6%	-9%	-1%	13%	-7%	3%	11%
CC(C)(C)SCCNC(=O)/C=C/c1cccc([N+](=O)[O-])c1	2%	11%	-10%[53 µM]	-3%[53 µM]	0%	-2%	-1%	3%
O=C(Nc1nc2ccccc2[nH]1)C1CCCC1	-2%	-5%	-2%	-1%	-24%	4%	3%	6%
c1ccc(Cn2ccnc2SCc2nnc(-c3ccccc3)o2)cc1	-8%	10%	-15%	2%	/	i	-3%	-6%
NC(=S)NNC(=O)[C@@H]1CCCC[C@@H]1C(=O)O	-5%	-8%	0%	-1%	3%	-4%	6%	6%
COc1cc(O)c(C(CCN2CCN(c3ccccc3)CC2)c2ccc(N(C)C)cc2)c(OC)c1 (stereo not drawn)	/	4%	-5%&-5%	0%&-2%	/	-19%	1%&-2%	19%
O=C(CSc1nnnn1Cc1ccccc1)NCC(=O)c1ccccc1	0%	9%	-5%	-4%	9%[11.4 µM]	-9%	-2%	-4%
CCOc1ccc(Cn2c(=O)oc3ccccc32)cc1	/	/	0%	-2%	11%	/	/	11%&13%[76.3 µM]
O=C(NCCC1=CCCCC1)C1CCCN(S(=O)(=O)c2cccc3cccnc23)C1 (stereo not drawn)	-1%[15.4 µM]	7%	-4%	0%	5%	-12%	-1%	8%
CCOC(=O)C(Cc1ccccc1)NC(=O)Cn1nnc(-c2ccccc2)n1 (stereo not drawn)	-26%	-2%	-4%	0%	11%	i	-4%	-2%
CCCCOCCCNC1=NCCCCC1	-5%	5%	-5%	-1%	4%	12%	-1%	-3%
COc1ccc(N=c2oc3cc(O)ccc3cc2C(=O)NCC2CCCO2)cc1 (stereo not drawn)	?	-6%	-6%	-2%	-10%	-5%	11%	4%
CC1=CC(C)(C)N(C(=O)CSc2nnc(C)s2)c2ccc(C)cc21	-35%	-7%	2%	0%	8%	-10%	-6%	-1%
O=C(Cc1ccccc1)NC1(O)C(=O)c2ccccc2C1=O	/	2%	-3%	1%	/	19%	-3%	-2%
O=C(NCC(c1ccco1)N1CCOCC1)c1cccc([N+](=O)[O-])c1 (stereo not drawn)	-12%	2%	-5%	0%	2%	-7%	/	7%
C=C1[C@@H](C)C2[C@H](Cc3ccccc3)NC(=O)[C@]23OC(=O)CC[C@H](O)CCC[C@H](C)C/C=C/[C@H]3[C@@H]1O (stereo partly drawn)	/	-6%	2%	-2%	/	-1%	0%	0%
OC(CN1CCN(c2ccccn2)CC1)Cn1c2ccc(Cl)cc2c2cc(Cl)ccc21 (stereo not drawn)	?	-17%	9%	-1%	/	-16%	-3%	-8%
Cc1ccccc1-n1c(SCC(=O)N2CCN(c3ccccc3)CC2)nnc1-c1ccncc1	-1%	6%	-1%	-1%	4%	i	0%	2%
Cc1cccc(C)c1-n1c(C)cc(/C=N\NC(=O)CC(=O)NC2CCCCC2)c1C	0%	9%	-12%	2%	-13%	-4%	-4%	-5%
O=C(Cn1nc(Cc2cccnc2)c2ccccc2c1=O)N1CCN(C(=O)c2ccco2)CC1	-1%	6%	0%	-2%	/	-5%	8%	?
O=C(CSCC(=O)N1CCOCC1)Nc1nc(-c2ccc3c(c2)OCO3)cs1	-2%[15.4 µM]	-8%	5%	0%	1%	-5%	-2%	2%
COc1ccc(CN2CCN(CC=C(C)C)C(CCO)C2)cc1Cn1cncn1 (stereo not drawn)	-5%	11%	3%	-3%	-2%	7%	-12%	14%
Cc1ccc(S(=O)(=O)N(C)/N=C/C=C/c2ccccc2)cc1	4%	/	2%	-1%	9%	-7%	-3%	6%
CCOC(=O)c1[nH]c2ccccc2c1NC(=S)Nc1ccccc1	8%	-6%	1%	-1%	-5%	i	2%	?
Cn1cccc1CC(=O)N/N=C/c1cccc2ccccc12	-7%	9%	-16%	3%	-8%	-25%	-2%	1%
C=CCn1c(Cc2ccc(OC)cc2)nnc1SCC(=O)c1cccc([N+](=O)[O-])c1	-1%	18%	-5%	-4%	-9%	-5%	-7%	-3%
Nn1c(COc2ccccc2)nnc1SCC(=O)O	-3%	5%	0%	0%	/	-2%	-2%	5%

Compound profiles (already shown):
Cc1ccc(S(=O)(=O)N(C)/N=C/C=C/c2ccccc2)cc1 as listed: GAA inh: 4%; RGS12 GoLoco inh: /; TRb SRC2 PPI: 2%; TR SRC2 fluor cs: -1%; L3MBTL1 block: 9%; RECQ1 helicase: -7%; GAA spleen mod: -3%; GAA glycogen mod: 6%
O=C(NCC(c1ccco1)N1CCOCC1)c1cccc([N+](=O)[O-])c1 (stereo not drawn) as listed: GAA inh: -12%; RGS12 GoLoco inh: 2%; TRb SRC2 PPI: -5%; TR SRC2 fluor cs: 0%; L3MBTL1 block: 2%; RECQ1 helicase: -7%; GAA spleen mod: /; GAA glycogen mod: 7%

Only part of the results is shown, so the mix of outcomes need not match the whole.
